Source: PubChem (several laboratories)
CYP2C19 inh: human CYP2C19 inhibition | CYP2C19 Supersomes, luciferin-H EGE luminescence, 30 min | inhibition, % at 5 µM | hit rate 21% among 96,000 | AID 778;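 active means CYP2C19 inhibition above a set limit at 5 µM in the primary screen, cut at about 50% in these data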;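 further: plate controls were negative control wells for no effect and 2.5 mM tranylcypromine positive control for full effect; values of inactives mirror those of a sister screen read the other way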
Target sequence (P33261 whole entry, looked up): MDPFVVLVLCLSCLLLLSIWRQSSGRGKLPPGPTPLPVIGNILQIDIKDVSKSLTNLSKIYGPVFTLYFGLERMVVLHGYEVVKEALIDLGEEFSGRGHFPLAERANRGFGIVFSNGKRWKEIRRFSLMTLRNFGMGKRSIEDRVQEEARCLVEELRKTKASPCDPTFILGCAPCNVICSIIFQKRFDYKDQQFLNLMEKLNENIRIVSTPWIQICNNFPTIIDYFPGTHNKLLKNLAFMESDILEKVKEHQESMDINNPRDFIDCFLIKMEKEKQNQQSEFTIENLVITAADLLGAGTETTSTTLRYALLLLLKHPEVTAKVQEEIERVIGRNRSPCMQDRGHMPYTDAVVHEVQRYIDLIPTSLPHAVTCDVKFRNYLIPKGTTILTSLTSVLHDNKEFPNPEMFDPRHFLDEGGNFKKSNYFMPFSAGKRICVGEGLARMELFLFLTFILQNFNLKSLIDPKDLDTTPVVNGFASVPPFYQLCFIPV
CYP2C9 act: activators of human CYP2C9. activation factor at 5 µM. recombinant CYP2C9, luciferin-H conversion, luminescence; hits give high values; factor 1 = untreated enzyme, 0 = blocked. P11712. hit rate 1.4% among 96,000;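 active means activation factor of 2 or more for CYP2C9 at a 5 µM dose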;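 further: 0 = sulfaphenazole-blocked wells and 1 = vehicle-only wells; values of inactives mirror those of a sister screen read the other way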
Target sequence (P11712 whole entry, looked up): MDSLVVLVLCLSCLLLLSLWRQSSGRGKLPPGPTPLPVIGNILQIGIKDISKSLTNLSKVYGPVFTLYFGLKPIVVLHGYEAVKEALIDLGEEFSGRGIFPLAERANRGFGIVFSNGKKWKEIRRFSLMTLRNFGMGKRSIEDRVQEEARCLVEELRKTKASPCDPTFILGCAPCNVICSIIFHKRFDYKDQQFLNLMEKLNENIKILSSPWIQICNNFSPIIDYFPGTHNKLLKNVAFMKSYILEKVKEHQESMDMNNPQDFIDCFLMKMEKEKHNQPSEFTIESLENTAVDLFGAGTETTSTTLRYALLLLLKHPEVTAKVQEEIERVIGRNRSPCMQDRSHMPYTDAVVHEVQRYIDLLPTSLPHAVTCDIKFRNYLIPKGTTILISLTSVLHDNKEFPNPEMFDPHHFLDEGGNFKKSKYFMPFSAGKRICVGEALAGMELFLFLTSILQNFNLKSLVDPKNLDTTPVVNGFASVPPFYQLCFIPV
DAT uptake mod: modulates human dopamine transporter uptake under cocaine; hit rate 1.3% among 110,000; Q01959; LLC-PK1 hDAT cells, [14C]-dopamine uptake with cocaine IC80; actives deviate in either direction; B-score at 10 µM;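 active means Z score or B-score, a plate-position-corrected score, falls beyond the plate's 99.7% confidence bounds, in either direction; inactive means both scores lie inside the 99.7% bounds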;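 further: scored against the spread of the other compound wells on the same plate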
CYP2C9 inh: human CYP2C9 inhibition. AID 777. hit rate 20% among 96,000. P11712. CYP2C9 Supersomes, luciferin-H conversion, luminescence. inhibition, % at 5 µM;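 active means blocking of liver enzyme CYP2C9 beyond about 50% at 5 µM, limit read from the data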; further: values of inactives mirror those of a sister screen read the other way
Calb biofilm kill: kills Candida albicans biofilms; C. albicans biofilm + clotrimazole, Alamar Blue; inhibition, % at 6 µM; hit rate 0.14% among 85,000;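 active means inhibition above 20%; inactive means inhibition below 20%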;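 further: preformed 24 hr biofilms exposed to compound for 48 hr; 0% = biofilm without compound and 100% = blank killed by clotrimazole plus chlorhexidine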
HUVEC tox TNFa: toxic to HUVEC cells under TNF alpha stimulation; HUVEC TNFalpha-stimulated, Hoechst cell count, imaging; cell count reduction, % at 2 µM; hit rate 0.17% among 93,000; AID 848;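 active means cell count reduction exceeding the screen mean by over 5 SD, scaled to untreated wells per plate, cut at about 78% in these data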;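 further: cells counted after 24 h of TNF alpha exposure following the 1 h pretreatment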
IL1B cytotox: HUVEC cytotoxicity counter-screen, IL-1B stimulated | HUVEC cell count loss, Hoechst imaging | cell count reduction, % at 2 µM | hit rate 0.41% among 94,000;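 active means cell count reduction more than 3 SD above the screen-wide mean, cut at about 70% in these data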;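 further: normalized per plate to untreated control cells as the no-loss baseline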
CYP2C19 act: activators of human cytochrome P450 2C19 | recombinant CYP2C19, luciferin-H EGE luminescence; hits give high values; 0 = fully inhibited enzyme, 1 = untreated enzyme | activation factor at 5 µM | 96,000 tested, under 10 active;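 active means activation factor of at least 2 at 5 µM in the primary screen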;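 further: 0 = wells with 2.5 mM tranylcypromine and 1 = vehicle-only wells; values of inactives mirror those of a sister screen read the other way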
VCAM1 TNFa inh: reduces TNF alpha induced VCAM1 expression in HUVEC; HUVEC TNFa-induced VCAM-1 immunofluorescence, high-content imaging; AID 802; inhibition, % at 2 µM; hit rate 0.48% among 95,000;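 active means inhibition above the batch mean plus 3 SD, with images confirmed as a hit by eye, cut at about 37% in these data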;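 further: 0% = TNF-stimulated DMSO wells and 100% = unstimulated control wells; not every result past the cut was called active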
* = called active by the depositor; · = no result given.

structure | Calb biofilm kill | VCAM1 TNFa inh | HUVEC tox TNFa | CYP2C9 inh | IL1B cytotox | CYP2C19 inh | CYP2C19 act | CYP2C9 act | DAT uptake mod
O=C1CC(c2ccc(S(=O)(=O)Nc3cc(C(F)(F)F)cc(C(F)(F)F)c3)cc2)CN1 (stereo unspecified) | 5 | -6 | -13 | 79* | -3 | 38 | 0.6 | 0.2 | -0.99
CCn1c(=O)n(CC(=O)N(C)Cc2ccccc2)c(=O)c2ccccc21 | 9 | 13 | -30 | 16 | -34 | 65* | 0.4 | 0.8 | -0.72
Cc1ccccc1-n1nnnc1SCc1ncc(-c2ccccc2)o1 | -4 | 5 | 10 | 82* | -18 | 31 | 0.7 | 0.2 | ·
COCCN1C(=O)c2oc3cc(C)c(C)cc3c(=O)c2C1c1ccc(O)cc1 (stereo unspecified) | 5 | -10 | 23 | · | 8 | · | · | · | 0.51
N#Cc1c(NC(=O)c2nc3ncccn3n2)sc2c1CCCCC2 | 3 | · | · | 35 | -27 | 9 | 0.9 | 0.6 | 0.55
O=C(NC1(C(=O)NC2CCCCC2)CCCCC1)c1ccc2c(c1)OCO2 | · | -2 | -7 | · | 5 | · | · | · | -1.2
COC(=O)c1[nH]c(C)c(/C(O)=C2\C(=O)C(=O)N(CCN3CCOCC3)C2c2cccnc2)c1C (stereo unspecified) | 0 | 23 | 8 | -18 | 18 | -5 | 1.1 | 1.2 | 0.19
CCC(=O)N1CCN(c2ccc(Cl)cc2NC(=O)Cc2ccc(Cl)cc2)CC1 | 3 | -20 | 8 | 45 | 16 | 51* | 0.5 | 0.5 | -0.28
CCOC(=O)c1c(Nc2ccccc2)sc(/C=C2\C=Nc3ccccc32)c1O | 0 | -10 | 15 | 73* | 6 | 32 | 0.7 | 0.3 | -0.37
O=C(Cn1cc2c(n1)CCCC2)NCC1CCCO1 (stereo unspecified) | 10 | -18 | 3 | -41 | -43 | 31 | 0.7 | 1.4 | 0.0044
O=C(Nc1cccc(C(F)(F)F)c1)c1ccc(Cn2cc(Br)cn2)o1 | 4 | 8 | -4 | 69* | -20 | 85* | 0.2 | 0.3 | 2
N#CCCN(C(=O)Nc1ccccc1)c1ccccc1 | 7 | 3 | -14 | 7 | -13 | 60* | 0.4 | 0.9 | -1
Cc1cccc(NC(=O)C2CCCN2S(=O)(=O)c2ccc(F)cc2)c1C (stereo unspecified) | -5 | -6 | -9 | -147 | -9 | 16 | 0.8 | 2.5* | -0.94
COc1cccc(-c2cc3c(-n4cccc4)ncnc3o2)c1 | 6 | 20 | -9 | 9 | -10 | 4 | 1 | 0.9 | -0.027
CCN(CC)C(=O)CSc1nnc(CCNC(=O)OC(C)(C)C)o1 | 2 | 7 | -16 | -4 | -12 | 28 | 0.7 | 1 | -0.066
COCCNC(=O)c1cc(-c2ccc(Cl)c(Cl)c2)on1 | 11 | · | · | -4 | · | -16 | 1.2 | 1 | -0.0062
O=C(Nc1ccc(Br)cn1)C1CCCN1S(=O)(=O)c1ccccc1 (stereo unspecified) | 8 | 13 | -6 | 77* | -10 | 52* | 0.5 | 0.2 | 2.2
Cc1cccc(S(=O)(=O)C(C#N)c2nc3ccccc3nc2N2CCOCC2)c1 (stereo unspecified) | -2 | -6 | -6 | 56* | -69 | 29 | 0.7 | 0.4 | -0.62
CN(C)c1cc(-c2ccccc2)nc(N)n1 | 3 | 16 | -27 | 14 | 4 | 32 | 0.7 | 0.9 | 0.6
Oc1ccccc1CNc1nc2ccccc2n1CCN1CCCCC1 | 4 | · | · | 30 | · | 37 | 0.6 | 0.7 | 0.48
Cc1cccc2[nH]c3c(=O)n(CCN4CCNCC4)cnc3c12 | -3 | -10 | -28 | 16 | -6 | 26 | 0.7 | 0.8 | 0.11
Cc1cccc2cc(CN(CC3CCCO3)C(=O)c3cccnc3)c3nnnn3c12 (stereo unspecified) | 3 | 11 | -22 | 49 | 2 | 13 | 0.9 | 0.5 | 2.4
COc1ccc(NC(=O)c2c(-c3ccccc3Cl)noc2C)c(OC)c1 | 6 | · | · | 49 | · | 59* | 0.4 | 0.5 | 0.41
CCCn1c(SCC(=O)N2CCCCC2)nnc1-c1ccco1 | 11 | -5 | -31 | -2 | 39 | 34 | 0.7 | 1 | 0.77
O=C(NCc1ccccc1)c1noc2c1CCCCC2 | 4 | 0 | -26 | 21 | -12 | 21 | 0.8 | 0.8 | 0.46
O=C(OCC(=O)N1CCN(c2ccccc2)CC1)c1ccco1 | 3 | 10 | -35 | 12 | -3 | 25 | 0.7 | 0.9 | 0.38
N/C(COc1ccc(Cl)cc1Cl)=N\NS(=O)(=O)c1ccccc1 | · | 13 | 9 | 32 | -9 | 29 | 0.7 | 0.7 | -2
CC(C)(C)C1CCC(=NNS(=O)(=O)c2ccc(Br)cc2)CC1 (stereo unspecified) | 8 | -9 | -53 | · | -18 | · | · | · | -0.23
COc1ccccc1C(=O)N1CCN(C(=O)c2ccncc2)CC1 | 5 | -19 | -20 | 6 | 0 | 47 | 0.5 | 0.9 | -0.77
O=C(CCS(=O)(=O)c1cccc2nonc12)NC1CCCCCC1 | -3 | · | · | -44 | · | 11 | 0.9 | 1.4 | -0.41

CYP2C9 act: hit marks shown above
compound | VCAM1 TNFa inh | CYP2C9 inh | CYP2C19 inh | CYP2C19 act | CYP2C9 act | DAT uptake mod
Cc1cccc(NC(=O)C2CCCN2S(=O)(=O)c2ccc(F)cc2)c1C (stereo unspecified) | -6 | -147 | 16 | 0.8 | 2.5* | -0.94

Part of the list above, with values under each structure:
Sequence of screens: Calb biofilm kill	VCAM1 TNFa inh	HUVEC tox TNFa	CYP2C9 inh	IL1B cytotox	CYP2C19 inh	CYP2C19 act	CYP2C9 act	DAT uptake mod
CN(C)c1cc(-c2ccccc2)nc(N)n1
    3	16	-27	14	4	32	0.7	0.9	0.6
Oc1ccccc1CNc1nc2ccccc2n1CCN1CCCCC1
    4	·	·	30	·	37	0.6	0.7	0.48
Cc1cccc2[nH]c3c(=O)n(CCN4CCNCC4)cnc3c12
    -3	-10	-28	16	-6	26	0.7	0.8	0.11
Cc1cccc2cc(CN(CC3CCCO3)C(=O)c3cccnc3)c3nnnn3c12 (stereo unspecified)
    3	11	-22	49	2	13	0.9	0.5	2.4
COc1ccc(NC(=O)c2c(-c3ccccc3Cl)noc2C)c(OC)c1
    6	·	·	49	·	59*	0.4	0.5	0.41
CCCn1c(SCC(=O)N2CCCCC2)nnc1-c1ccco1
    11	-5	-31	-2	39	34	0.7	1	0.77
O=C(NCc1ccccc1)c1noc2c1CCCCC2
    4	0	-26	21	-12	21	0.8	0.8	0.46
O=C(OCC(=O)N1CCN(c2ccccc2)CC1)c1ccco1
    3	10	-35	12	-3	25	0.7	0.9	0.38
N/C(COc1ccc(Cl)cc1Cl)=N\NS(=O)(=O)c1ccccc1
    ·	13	9	32	-9	29	0.7	0.7	-2
CC(C)(C)C1CCC(=NNS(=O)(=O)c2ccc(Br)cc2)CC1 (stereo unspecified)
    8	-9	-53	·	-18	·	·	·	-0.23
COc1ccccc1C(=O)N1CCN(C(=O)c2ccncc2)CC1
    5	-19	-20	6	0	47	0.5	0.9	-0.77

Remaining list, next part.
structure | Calb biofilm kill | VCAM1 TNFa inh | HUVEC tox TNFa | CYP2C9 inh | IL1B cytotox | CYP2C19 inh | CYP2C19 act | CYP2C9 act | DAT uptake mod
N#CC(c1ccc(Cl)cc1)c1nc2ccccc2nc1C(F)(F)F (stereo unspecified) | · | -6 | 16 | 26 | 9 | 52* | 0.5 | 0.7 | -0.84
COc1cccc(OC)c1C(=O)Nc1ccccc1C(=O)N1CCOCC1 | 6 | 17 | -12 | -8 | -7 | -3 | 1 | 1.1 | -0.77
CC12CN3CC(C)(CN(C1)C3c1cc3ccccc3[nH]1)C2=O (stereo unspecified) | 7 | · | · | -4 | · | 45 | 0.5 | 1 | -0.41
Cc1ccc(-n2c(Cn3cnc4ccccc43)nnc2SCC(=O)O)cc1 | 6 | -39 | -18 | · | -33 | · | · | · | 0.061
COC(=O)C1=C(CSc2nc3ccccc3o2)NC(=O)NC1c1cc(C)ccc1C (stereo unspecified) | 7 | 28 | 11 | 78* | -5 | 77* | 0.2 | 0.2 | 0.15
O=C(NCc1ccccc1)C(c1ccccc1)N(Cc1cccs1)C(=O)c1cnccn1 (stereo unspecified) | · | -4 | -6 | 25 | 52 | 62* | 0.4 | 0.7 | 1.9
Cc1ccc(C)n1-c1cc(S(=O)(=O)N2CCOCC2)ccc1N1CCCC1 | 9 | 23 | -14 | 46 | 2 | 19 | 0.8 | 0.5 | -0.59
CCCc1[nH]nc2c1C(c1ccc(Br)s1)C(C#N)=C(N)O2 (stereo unspecified) | 8 | 13 | -8 | 33 | 6 | 34 | 0.7 | 0.7 | 0.016
CCN(CC)c1ccc(N2C(=O)c3ccccc3C2=O)cc1 | 0 | · | · | -19 | · | -19 | 1.2 | 1.2 | -1.1
Cc1cc(Cl)c2c(c1)[C@]1(C(=O)N2)[C@@H]2C(=O)N(Cc3ccccc3)C(=O)[C@@H]2[C@@H]2CCCN21 | 9 | 9 | -27 | 12 | -17 | 18 | 0.8 | 0.9 | 0.28
COc1ccc(-c2ccc(-c3noc(-c4cccc(OC)c4)n3)c(OC)n2)cc1 | · | -11 | -6 | 2 | 18 | 5 | 0.9 | 1 | -1.5
CC(C(=O)Nc1ccc(S(=O)(=O)N2CCOCC2)cc1)N(c1ccccc1)S(C)(=O)=O (stereo unspecified) | 8 | · | · | 42 | · | 29 | 0.7 | 0.6 | 1.3
CCCc1nc2ccccc2c(=O)n1/N=C/c1ccc(O)cc1 | 5 | -2 | -8 | 39 | -7 | -2 | 1 | 0.6 | -0.75
COc1ccc(NC(=O)CSc2nnc(CNC(=O)COc3ccc(Cl)cc3)o2)c(OC)c1 | 4 | -12 | -31 | 11 | -31 | 37 | 0.6 | 0.9 | -0.45
Cc1cc(C)n2nc(C(=O)Nc3ccc4c(c3)OCO4)cc2n1 | -1 | 16 | 14 | 9 | 2 | 5 | 0.9 | 0.9 | 0.61
NC(=O)C1c2ccccc2CSc2ccccc21 (stereo unspecified) | · | 4 | -6 | 12 | -70 | 16 | 0.8 | 0.9 | 0.25
CCOC(=O)c1ccccc1NC(=O)CSc1nnc(COc2ccccc2)n1CC | 5 | -3 | -8 | 2 | 17 | 89* | 0.1 | 1 | 0.092
COC(=O)c1cc(C#N)c(SCc2ccccc2)nc1C | 5 | 6 | -2 | 9 | 14 | 6 | 0.9 | 0.9 | -0.034
O=C1c2ccccc2C(=O)N1Cc1cc(-c2ccccc2Cl)no1 | · | -2 | -30 | -135 | -8 | 37 | 0.6 | 2.3* | -0.032
CCP(=O)(CC)c1cccc(N)c1 | 2 | -2 | -33 | -9 | -83 | 1 | 1 | 1.1 | -0.76
Cc1ccn2c(NC(=O)c3ccco3)c(-c3ccccc3)nc2c1 | 1 | 97* | -13 | · | -9 | · | · | · | 0.31
Cc1cc(NC(=O)CSc2nc(-c3ccco3)cc(C(F)(F)F)n2)no1 | · | 53* | 46 | · | -4 | · | · | · | -0.028
